Bioassay records as filed in PubChem BioAssay.
MRP reversal: reverses drug resistance mediated by MRP; H69AR cells + 2 uM doxorubicin, CellTiter-Glo, 72 h; differential viability (reversal), % at 10 µM; 85,000 compounds, 0.04% hits; AID 602;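 active means viability drop by adding the cancer drug above about 55%, with treated viability meeting a 40% cutoff, limit read from the data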;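 further: viability without doxorubicin minus viability with 2 µM doxorubicin for each compound; larger differential means the compound sensitizes cells more to doxorubicin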
IL1B NFkB pot: enhances IL-1B driven NFkB nuclear translocation; HUVEC IL-1B NFkB p65 nuclear translocation imaging; 94,000 compounds, 0.3% hits; AID 819; activation, % at 2 µM;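 active means activation above 40%, about the mean plus 3 SD, also judged a hit on visual image review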;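 further: percent activation is computed from the nuclear over cytoplasmic p65 intensity ratio; values of inactives mirror those of a sister screen read the other way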
Bcl-B TR3 displacers: displacers of TR3 peptide from Bcl-B, primary screen, selectivity assay for Bfl-1 inhibitor project, biochemical, fluorescence polarization; FP displacement of FITC-TR3 peptide from Bcl-B; higher % means a stronger effect; displacement, % at 20 µM, or IC50 in µM where a hit was titrated; 96,000 compounds, 0.11% hits;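 active means displacement above 50% at 20 µM plus a fluorescence interference ratio under 1.5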;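 further: plate controls were wells without compound for no effect and wells lacking Bcl-B protein for full effect; a part of the inactive calls stands beside numbers as strong as those of hits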
PLAP inhibitors HTS: inhibition of human placental alkaline phosphatase – biochemical, luminescence, HTS (AID 690) | purified PLAP, luminescent substrate; higher % means a stronger effect | inhibition, % at 20 µM, or IC50 in µM where a hit was titrated | 96,000 compounds, 0.08% hits; in the data active means a potency from the dose series; inactive means the rest, 99 in 100 with inhibition below about 30%; further: strong numbers were not always called active
IL1B NFkB inh: blocks IL-1B driven NFkB nuclear translocation in HUVEC cells | inhibition, % at 2 µM | 94,000 compounds, 0.43% hits | AID 796 | HUVEC IL-1B NFkB p65 nuclear translocation imaging;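 active means inhibition above about 30% together with a positive call from visual inspection of the well image, limit read from the data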;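 further: nuclear over cytoplasmic p65 intensity ratio measured by imaging; 0% = IL-1B stimulated DMSO wells and 100% = unstimulated DMSO wells; values of inactives mirror those of a sister screen read the other way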
MRP reversal cytotoxicity: further read-out of MRP reversal, marked with its call; viability, %; H69AR cells, CellTiter-Glo, 72 h; measured here: cytotoxicity without doxorubicin
MRP reversal with doxorubicin: further read-out of MRP reversal, marked with its call; viability, %; measured here: viability with 2 uM doxorubicin; hits give low values
IL1B NFkB inh cell count 2 µM: further read-out of IL1B NFkB inh, marked with its call; cell count; measured here: cells passing quality filter;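 raw number of nuclei counted in each imaged well without normalization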
IL1B NFkB pot cell count 2 µM: second read-out of IL1B NFkB pot, no call of its own (marks repeat the call); cell count; measured here: cells passing quality filter
* = called active by the depositor; . = no result given.

canonical_smiles	PLAP inhibitors HTS	Bcl-B TR3 displacers	IL1B NFkB pot cell count 2 µM	MRP reversal	IL1B NFkB pot	IL1B NFkB inh	MRP reversal with doxorubicin	MRP reversal cytotoxicity	IL1B NFkB inh cell count 2 µM
CC(=O)c1cnn(-c2cc(Oc3ccc(F)cc3)ncn2)c1C	7%	-4%	149	.	11	-11	.	.	149
C/C(=N/NC(=O)c1ccc(NC(=O)c2ccc(F)cc2)cc1)c1ccccc1	0%	-10%	.	.	.	.	.	.	.
CCCC1(C(=O)O)NC(c2cccc(OC)c2O)C2C(=O)N(c3ccccc3)C(=O)C21 (configuration not stated)	-15%	12%	64	-5	11	-11	108	103	64
CC(C)(C)c1cc(-c2ccco2)c(C#N)c(SCC#N)n1	-9%	-12%	137	-3	23	-23	61	58	137
CSc1cccc(NC(=O)c2ccccc2N(C)S(C)(=O)=O)c1	19%	-6%	185	-6	3	-3	91	85	185
CCc1ccc2c(c1)[C@]1(C(=O)N2)[C@@H]2C(=O)N(Cc3ccccc3)C(=O)[C@@H]2[C@@H]2CCCN21	-33%	-14%	120	14	7	-7	76	91	120
CC(O)c1nc2ccccc2n1CCOc1ccccc1 (configuration not stated)	.	.	145	7	-4	4	88	95	145
N#C/C(=C\c1cn[nH]c1-c1ccc(Cl)cc1)C(=O)NCc1ccccc1	-106%	3%	152	.	20	-20	.	.	152
Cc1ccc(C(=O)CCNc2ccc(Br)cc2)o1	5%	-12%	158	5	5	-5	85	91	158
CCn1c(=O)c(=O)n(CC)c2cc(S(=O)(=O)Nc3cccc(OC)c3)ccc21	3%	3%	186	1	-7	8	96	97	186
CCCn1c(/N=C/c2ccc3c(c2)OCO3)nc2ccccc21	4%	13%	.	12	.	.	78	90	.
CCOC(=O)CNC(=O)c1sc(NC(=O)c2cccc(F)c2)nc1C	-60%	-7%	162	.	-4	4	.	.	162

The results go on:
canonical_smiles	PLAP inhibitors HTS	Bcl-B TR3 displacers	IL1B NFkB pot cell count 2 µM	MRP reversal	IL1B NFkB pot	IL1B NFkB inh	MRP reversal with doxorubicin	MRP reversal cytotoxicity	IL1B NFkB inh cell count 2 µM
O=C1OC(Nc2ccc(Br)cc2F)c2ccccc21 (configuration not stated)	-5%	8%	137	6	16	-16	93	99	137
CCOC(=O)N1CCN(C(=O)/C(=C/c2ccc(OC)cc2)NC(=O)c2ccccc2)CC1	-28%	1%	125	.	-9	9	.	.	125
N#C/C(=C\c1ccc(Oc2ccc(C(F)(F)F)cc2[N+](=O)[O-])cc1)c1nc2ccccc2[nH]1	12%	-10%	185	.	8	-8	.	.	185
CCSc1nnc(-c2ccncc2)n1Cc1ccccc1	-14%	-3%	125	-14	0	0	79	65	125
Cc1ccc(CNC(=O)c2sc3nc4c(c(C(F)(F)F)c3c2N)CCC4)cc1	-27%	4%	129	.	37	-36	.	.	129
S=c1[nH]nc(COc2ccc3ccccc3c2)o1	.	.	81	26	-1	1	66	92	81
CCOC(=O)C1CCCN(CC(=O)Nc2c(F)c(F)c(F)c(F)c2F)C1 (configuration not stated)	-5%	7%	169	13	4	-4	89	102	169
Cn1c(=O)c2c(nc(NCc3ccc4c(c3)OCO4)n2Cc2ccccc2)n(C)c1=O	-54%	-4%	104	-41	-2	2	70	29	104
NC(=O)c1sc2nc3c(c(-c4cccnc4)c2c1N)CCC3	.	.	93	-8	-6	6	84	75	93
Cc1nn2c(N)c(C#N)cnc2c1-c1ccccc1	.	.	162	-8	15	-16	91	84	162
O=[N+]([O-])c1ccc(N2CCN(S(=O)(=O)Cc3ccccc3)CC2)cc1N1CCOCC1	4%	-5%	169	.	7	-7	.	.	169
Cc1ccccc1NC(=O)CSc1nc(N)c(C#N)c(-c2cccs2)c1C#N	-14%	-2%	120	-16	1	-1	43	27	120

Continued:
canonical_smiles	PLAP inhibitors HTS	Bcl-B TR3 displacers	IL1B NFkB pot cell count 2 µM	MRP reversal	IL1B NFkB pot	IL1B NFkB inh	MRP reversal with doxorubicin	MRP reversal cytotoxicity	IL1B NFkB inh cell count 2 µM
COC(=O)c1cccc(NC(=O)CN(c2ccc3c(c2)OCO3)S(C)(=O)=O)c1C	-43%	-3%	138	12	18	-18	85	97	138
Cc1nc2ccccc2cc1C(=O)NCc1ccco1	-24%	14%	162	0	7	-7	90	90	162
CCN(CC)Cc1cc(CC(C(N)=O)C(N)=O)ccc1OC	-5%	1%	.	10	.	.	90	100	.
Cc1cc(OCc2nn[nH]n2)c2c(C)c(Cc3ccccc3)c(=O)oc2c1	-40%	-10%	146	-2	2	-2	95	92	146
Cc1cc(N2C(=O)CC(C(C)c3ccccc3)C2=O)no1 (configuration not stated)	.	.	163	11	5	-6	89	100	163
Cc1ccc(C(=O)C[n+]2cccc3ccccc32)cc1	12%	-2%	126	.	-12	12	.	.	126
O=C(Nc1ccc(F)cc1)N1CCn2c(nc3ccccc32)C1	12%	-7%	161	4	-26	26	102	106	161
Cc1nc2ccccc2c2c1C(=O)N(CCC1=CCCCC1)C2=O	2%	-11%	121	18	18	-18	84	102	121
C=CCOc1ccccc1CNCCCN1CCOCC1	8%	0%	122	.	9	-9	.	.	122
Cc1ccc(-c2nc(CS(=O)CC(=O)NCc3ccccn3)c(C)o2)cc1 (configuration not stated)	-14%	0%	174	26	15	-15	84	110	174
CCCOC(=O)c1ccc(Nc2cc(C)nc3ncnn23)cc1	-46%	-10%	106	-11	17	-17	83	71	106
COC(=O)c1ccc(CSc2nc3cc(Cl)ccc3s2)o1	8%	-5%	176	5	8	-8	99	103	176

New compounds follow
canonical_smiles	PLAP inhibitors HTS	Bcl-B TR3 displacers	IL1B NFkB pot cell count 2 µM	MRP reversal	IL1B NFkB pot	IL1B NFkB inh	MRP reversal with doxorubicin	MRP reversal cytotoxicity	IL1B NFkB inh cell count 2 µM
COc1cc(S(=O)(=O)NCCCN2CCOCC2)ccc1Cl	0%	-5%	134	-7	-2	2	101	94	134
Cc1c(C(=O)NCc2ccccn2)oc2ccccc12	8%	-1%	115	18	-3	3	77	96	115
CC1CN(S(=O)(=O)c2ccc(NC(=O)c3ccco3)cc2)CC(C)O1 (configuration not stated)	-25%	1%	62	0	5	-5	88	88	62
CCOC(=O)c1cnc2sccn2c1=O	-13%	-4%	126	4	14	-14	87	92	126
COC(=O)NC1CCC(CC2CCC(NC(=O)OC)CC2)CC1 (configuration not stated)	-16%	-4%	157	20	14	-14	83	103	157
O=c1c2ccccc2nc(SCc2nnc(-c3ccccc3)o2)n1-c1ccccc1	-20%	6%	.	5	.	.	82	86	.
CCC(C)(C)n1nnnc1C(C(C)C)N(CCCO)Cc1cc2cc(C)ccc2[nH]c1=O (configuration not stated)	-39%	-6%	184	15	-1	1	44	59	184
Cc1ccc(S(=O)(=O)NCCNC(=O)c2cc(OCC(F)(F)F)ccc2OCC(F)(F)F)cc1	3%	15%	216	.	-3	3	.	.	216
N#Cc1ccccc1CSc1ccccn1	1%	1%	163	10	7	-7	85	95	163
CCC(=O)c1cn(CC(=O)NCc2cccnc2)c2ccccc12	14%	2%	96	8	-11	11	85	93	96
CCOC(=O)CNC(=O)C1c2cc(OC)c(OC)cc2C(=O)N(C)C1c1ccccc1F (configuration not stated)	-27%	-8%	.	12	.	.	77	89	.
COCCCNC(=O)C(F)(F)C(F)(F)C(=O)NCCCOC	11%	1%	191	15	17	-17	97	112	191

The listing continues.
canonical_smiles	PLAP inhibitors HTS	Bcl-B TR3 displacers	IL1B NFkB pot cell count 2 µM	MRP reversal	IL1B NFkB pot	IL1B NFkB inh	MRP reversal with doxorubicin	MRP reversal cytotoxicity	IL1B NFkB inh cell count 2 µM
COc1ccc(C2=NOC(C(=O)NCc3ccccc3)C2)cc1 (configuration not stated)	-13%	-10%	153	-31	5	-5	76	44	153
C=CCn1c(COc2ccc(Cl)cc2)nnc1SCc1ccc(C#N)cc1	8%	-3%	124	-21	-5	5	68	47	124
CCCn1c(NC(=O)c2cccc(S(=O)(=O)N3CCCC3)c2)nc2ccccc21	-47%	-9%	.	-3	.	.	20	17	.
O=C(CSc1nc2ccncc2[nH]1)Nc1ccccc1C(F)(F)F	-89%	-5%	.	13	.	.	87	100	.
CN(C)c1ccc(-c2nn3c(-c4ccc(Cl)cc4)nnc3s2)cc1	-56%	-20%	.	-11	.	.	98	87	.
Cc1cccc(C(=O)Nc2onc(C)c2C#N)c1	-15%	4%	120	.	1	-1	.	.	120
Cn1c(=O)n(C)c2cc(NC(=O)C(F)(F)F)ccc21	-4%	6%	95	8	6	-6	89	97	95
CCCCN1C(=O)C(NC(=O)c2cccnc2)(C(F)(F)F)C2=C1CC(C)(C)CC2=O (configuration not stated)	-4%	3%	173	16	-14	14	73	89	173
COc1ccc(OCC(=O)OC(C)CN2CCOCC2)cc1 (configuration not stated)	.	.	129	8	35	-35	82	91	129
Cc1ccc(Cl)cc1N1CCN(C(=O)c2cn(C)c(=O)c3c2c2ccccc2n3C)CC1	0%	-4%	151	-10	19	-19	13	3	151
O=C(C1=C(O)C(=O)N(CCCN2CCOCC2)C1c1ccccn1)c1cccs1 (configuration not stated)	.	-9%	.	18	.	.	79	97	.
Cc1nnc(NC(=O)c2ccc3ccccc3c2)o1	-13%	-1%	96	-12	-4	4	68	56	96

Some of these compounds in order of their number in PLAP inhibitors HTS, largest number first:
| SMILES | PLAP inhibitors HTS |
| --- | --- |
| Cn1c(=O)n(C)c2cc(NC(=O)C(F)(F)F)ccc21 | -4% |
| Cc1cccc(C(=O)Nc2onc(C)c2C#N)c1 | -15% |
| CN(C)c1ccc(-c2nn3c(-c4ccc(Cl)cc4)nnc3s2)cc1 | -56% |

(more compounds)
canonical_smiles	PLAP inhibitors HTS	Bcl-B TR3 displacers	IL1B NFkB pot cell count 2 µM	MRP reversal	IL1B NFkB pot	IL1B NFkB inh	MRP reversal with doxorubicin	MRP reversal cytotoxicity	IL1B NFkB inh cell count 2 µM
CCn1c(COc2cccc(OC)c2)nnc1SCC(=O)N1CCOCC1	-48%	4%	109	17	0	0	80	97	109
CCN1CCc2c(sc(NC(=S)NC(=O)c3ccccc3)c2C#N)C1	-12%	14%	12	.	-27	27	.	.	12
O=S(=O)(c1ccc(Cl)cc1)N1CCN(C2CCN(Cc3ccccc3)CC2)CC1	-52%	-9%	140	0	11	-11	72	72	140
Cc1ccc(S(=O)(=O)N2CCCC2C(=O)OCc2nc3ccccc3s2)cc1 (configuration not stated)	-7%	-10%	90	27	8	-8	58	86	90
Cc1ccc(C)c(OCC(O)CN2CCC(C)CC2)c1C (configuration not stated)	-1%	12%	72	-4	-3	3	90	86	72
COc1cccc2cc(C(=O)N3CCN(C(=O)c4ccccc4)CC3)c(=O)oc12	.	.	130	9	16	-16	81	89	130
Nc1ccc(-c2ccc(N)cc2C(F)(F)F)c(C(F)(F)F)c1	36%	-8%	158	-18	16	-16	89	71	158
Cc1cc(C(=O)NC2CCCc3ccccc32)no1 (configuration not stated)	8%	7%	.	17	.	.	77	95	.
CCC(C)N(C(=O)c1csnn1)C(C(=O)NC(C)(C)C)c1ccccc1 (configuration not stated)	-10%	-7%	154	-7	-5	5	106	99	154

The list is partial, so the mix of outcomes need not match the whole.
